Mac1 fbg enh: increases human CD11b/CD18 adhesion to fibrinogen; actives 0.07% (n = 93,000); activation, % at 10 µM; K562 CD11b/CD18 adhesion to fibrinogen, ATPlite luminescence;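 active = 10 µM primary screen giving 50% or more activity, confirmed by 40% or more on retest at that dose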; also: strong numbers were not always called active; reference of the scale not given here
Target sequence (P05107 whole entry, looked up, other chains not shown): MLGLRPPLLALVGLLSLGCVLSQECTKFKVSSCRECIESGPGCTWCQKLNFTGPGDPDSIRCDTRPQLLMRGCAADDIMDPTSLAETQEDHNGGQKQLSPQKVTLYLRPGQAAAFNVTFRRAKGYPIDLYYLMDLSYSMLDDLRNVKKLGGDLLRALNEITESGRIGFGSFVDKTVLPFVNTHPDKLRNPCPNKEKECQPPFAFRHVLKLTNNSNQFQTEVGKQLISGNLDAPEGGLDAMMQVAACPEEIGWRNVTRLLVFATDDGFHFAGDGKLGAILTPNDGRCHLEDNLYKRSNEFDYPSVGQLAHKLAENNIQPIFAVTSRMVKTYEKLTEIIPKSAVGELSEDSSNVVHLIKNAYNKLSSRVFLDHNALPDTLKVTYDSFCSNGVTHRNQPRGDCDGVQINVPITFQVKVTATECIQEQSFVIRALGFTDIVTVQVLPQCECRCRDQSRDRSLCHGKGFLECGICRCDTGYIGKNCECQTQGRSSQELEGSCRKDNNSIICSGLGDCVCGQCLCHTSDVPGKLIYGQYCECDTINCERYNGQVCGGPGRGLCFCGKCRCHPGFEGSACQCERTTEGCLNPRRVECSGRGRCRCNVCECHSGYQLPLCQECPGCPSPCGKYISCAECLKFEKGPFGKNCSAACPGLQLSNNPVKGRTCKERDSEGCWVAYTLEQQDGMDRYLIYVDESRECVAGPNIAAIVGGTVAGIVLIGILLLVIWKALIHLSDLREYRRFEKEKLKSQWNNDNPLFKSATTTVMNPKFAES
CD11b adhes inh: blocks human CD11b/CD18 adhesion to fibrinogen; actives 0.54% (n = 93,000); P05107+P11215; K562 CD11b/CD18 adhesion to fibrinogen, ATPlite luminescence; Mn2+ added to activate the integrin; inhibition, % at 10 µM;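 active = primary inhibition of 50% or more at 10 µM, then 40% or more on retest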; also: some results filed as inactive read as strong as hits
Numbers without * were called inactive.

SMILES	Mac1 fbg enh	CD11b adhes inh
O=C1c2ccccc2C(=O)c2cc(NC(=O)C3CC3)ccc21	7	5
O=C1CC(c2ccccc2)SC(N(c2ccccc2)c2ccccc2)=N1 (centres undefined)	9	1
c1ccc(-c2csc(NC3=NCCCCC3)n2)cc1	0	-2
CC1CN(C(=S)SCCN2Cc3ccccc3C2=O)CC(C)O1 (centres undefined)	4	17
CC(C)c1ccc(NC(=S)NC2CCN(Cc3ccccc3)CC2)cc1	1	6
CC(C)NC(=O)NC(=O)CSc1ccccc1F	3	1
CCC(CC)=NNc1cccc([N+](=O)[O-])c1	8	19
CC/C(O)=C1\C(=O)CC(c2ccccc2)CC1=NCCC(=O)O (centres undefined)	4	-8
O=C(Nc1cccs1)Nc1ccc(F)cc1F	1	-13
O=C(NC(=S)Nc1ccc(S(=O)(=O)NC2CCCCC2)cc1)c1cccs1	-6	86
COc1ccc(-c2nsc(C(=O)N(c3ccc(F)cc3)C(C(=O)NC3CCCC3)c3ccc(OC)cc3)c2N)cc1 (centres undefined)	55	-19
CCOc1cc(CNCc2ccccn2)ccc1OCC(=O)NC(C)(C)C	3	8
Cc1cc(NC(=O)c2ccc(Cl)cc2)n(CCOC(=O)c2ccc(Cl)cc2)n1	5	5
O=C(CCNC(=O)c1ccccc1)Nc1ccc(F)c(Cl)c1	0	8
CC(C)Cn1c(SC(C)C(=O)Nc2ccc(N3CCOCC3)cc2)nc2ccccc21 (centres undefined)	2	0
Cc1ccc(NC(=O)COC(=O)c2sccc2C)cc1S(=O)(=O)N1CCOCC1	4	-6
COc1ccc(C(=O)/C=C/c2ccc(OC(=O)c3cc(OC)c(OC)c(OC)c3)cc2)cc1	14	4
O=C(OCCN1CCCC1=O)c1cc(F)c(F)c(F)c1F	-1	0
c1ccc(CSc2ccc(-c3ccco3)nn2)cc1	14	11
O=C(NCc1ccco1)/C(=C/c1ccco1)NC(=O)c1ccc(Br)o1	-2	-9

Structures from the list above that contain a halogen (7):
SMILES	Mac1 fbg enh	CD11b adhes inh
CC(C)NC(=O)NC(=O)CSc1ccccc1F	3	1
O=C(Nc1cccs1)Nc1ccc(F)cc1F	1	-13
COc1ccc(-c2nsc(C(=O)N(c3ccc(F)cc3)C(C(=O)NC3CCCC3)c3ccc(OC)cc3)c2N)cc1 (centres undefined)	55	-19
Cc1cc(NC(=O)c2ccc(Cl)cc2)n(CCOC(=O)c2ccc(Cl)cc2)n1	5	5
O=C(CCNC(=O)c1ccccc1)Nc1ccc(F)c(Cl)c1	0	8
O=C(OCCN1CCCC1=O)c1cc(F)c(F)c(F)c1F	-1	0
O=C(NCc1ccco1)/C(=C/c1ccco1)NC(=O)c1ccc(Br)o1	-2	-9

More structures
SMILES	Mac1 fbg enh	CD11b adhes inh
CCOC(=O)c1c(NC(=O)CN2C(=O)NC3(CCC(CC)CC3)C2=O)sc(C)c1-c1ccc(C)cc1 (centres undefined)	17	5
O=[N+]([O-])c1ccc(CCNc2cccc3ccccc23)c([N+](=O)[O-])c1	24	-9
Fc1ccc(Nc2ncnc3sc4c(c23)CCC4)cc1F	4	2
CCCCn1c(SCc2nc3ccccc3s2)nc2ccccc2c1=O	2	-2
Cc1ccc(S(=O)(=O)c2cc3cc(Br)ccc3oc2=O)cc1	5	-12
O=C(Nc1nnc(SCC(=O)N2CCCc3ccccc32)s1)c1ccc2ccccc2c1	-4	94
O=C(COc1cccc2c1CCN(Cc1ccc(Br)cc1)C2=O)NCc1ccco1	1	34
Cc1cc(C2=NNC(=NC3CC3)SC2)c(C)n1Cc1ccco1	19	75*
CC(=O)c1ccc(NC(=O)COC(=O)c2ccccc2Nc2ccccc2)cc1	-4	7
CC(=O)Nc1ccc(NC(=O)C(C)OC(=O)C2(c3ccc(Cl)cc3)CCCC2)cc1 (centres undefined)	0	-4
CCC(=O)Nc1c(S(=O)(=O)c2ccc(C)cc2)c2nc3ccccc3nc2n1C(C)c1ccccc1 (centres undefined)	-6	91
COc1cccc(/C=C/C(=O)OCC(=O)NCC2CCCO2)c1OC (centres undefined)	2	23
COC(=O)c1c(-c2ccc(C)cc2)csc1NC(=S)NC(=O)c1cc(OC)cc(OC)c1	50	26
COc1ccc(CCNC(=O)c2cc(=O)[nH]c3ccc(Br)cc23)cc1OC	-1	-2
Cc1ccc(SCc2cc(=O)[nH]c(/N=C(\N)Nc3cccc4ccccc34)n2)cc1	4	1
O=[N+]([O-])c1c(NCc2ccccc2)cc(N2CCc3ccccc3C2)c2nonc12	-4	14
Cc1nn(CC(=O)N(C)Cc2ccc(F)cc2)c(C)c1[N+](=O)[O-]	-4	13
O=[N+]([O-])c1ccc2c(c1)C=C1CCCCC1(N1CCCCC1)O2 (centres undefined)	2	4
Cc1ccsc1C(=O)Nc1ccc2c(c1)OCCO2	-1	6
Cc1ccccc1NC(=O)C1C2/C=C\CCCCC21 (centres undefined)	1	6
S=C(Nc1ccc(Oc2ccccc2)cc1)NC1CCCC1	-5	48
Cc1cc(C)cc(-n2c(C)cc(C(=S)N3CCOCC3)c2C)c1	3	35
O=C(CSc1nnc(-c2ccc(Cl)cc2)n1-c1ccc(Cl)cc1)N/N=C/c1ccco1	-3	4
O=C(c1ccccc1)N1CCN(CC(O)COC2CCCCC2)CC1 (centres undefined)	-4	3
Cc1sc(NC(=O)CN(Cc2ccc(F)cc2)C(=O)C(C)(C)C)c(C(N)=O)c1C	5	-10
CCOC(=O)C1=C(C)NC(=S)NC1/C=C/c1ccccc1 (centres undefined)	5	12
O=C(CCSc1ccccc1)NCCSCc1ccco1	3	21
NC(=O)CSc1nc2scc(-c3ccc(Cl)cc3)c2c(=O)n1Cc1ccccc1	-5	-20
Cc1sc2ncnc(N[C@@H](Cc3c[nH]c4ccccc34)C(=O)O)c2c1C	1	-5
O=C1CNC(=S)N1c1nc(-c2ccccc2)cs1	10	3
Nc1nnc(SCC(=O)OCc2ccc(F)cc2)s1	-1	6
C/C(CC(=O)NC(C)C)=N\NC(=O)COc1cc(C)c(Br)cc1Br	2	26
O=C(CCCC(=O)OCC(Cl)=C(Cl)Cl)Nc1ccc(F)cc1	1	11
CCN1CN(CCc2ccccc2)CNC1=S	2	-15
CN(C(=O)c1ccncc1)c1nnc(-c2ccncc2)s1	-2	-9
CC1CCc2cc(F)ccc2N1S(=O)(=O)c1ccc(Cl)nc1 (centres undefined)	-1	-1
CN(C)C(=O)COC(=O)c1ccccc1Nc1ccc(SC(F)F)cc1	5	38
COc1cc(/C=N/NC(N)=S)ccc1OCC(=O)N1CCOCC1	2	3
C/C(=N/NC(=O)C1CC1(c1ccccc1)c1ccccc1)c1cccs1 (centres undefined)	0	15
O=C(N/N=C/c1cccc(OCc2ccccc2)c1)c1ccc(Br)cc1	12	30
COc1nc(Nc2ccc(C(C)=O)cc2)nc(OC)n1	6	-58
O=C(N/N=C/c1cccc([N+](=O)[O-])c1O)c1cccs1	-2	2
Cc1ccc(NC(=S)/N=C(\N)Nc2nc(C)c3cc(C)ccc3n2)c(C)c1	24	0
CCOc1ccc2nc(COC(=O)c3cccs3)c(C(=O)c3ccccc3)[n+]([O-])c2c1	5	10
CCOC(=O)c1cc(NC(=O)OC)c(C)nc1C	-2	5
O=C1CC(C(=O)Nc2ccc(F)cc2)S/C(=N\N=C\c2ccco2)N1 (centres undefined)	1	16
Cc1cc(Br)c2nc3c(c(C(=O)O)c2c1)CCCCC3	-5	2
COc1ccc(C(=O)COC(=O)CCN2C(=O)[C@@H]3[C@H](C2=O)[C@@H]2C[C@H]3C(Br)C2Br)cc1 (some centres undefined)	1	5
Cc1ccc(-n2c(C)cc(C3=NNC(=NC4CC4)SC3)c2C)cc1C	-12	99
COc1ccc(Nc2nc(NCc3ccco3)nc(N/N=C/c3ccccc3Cl)n2)cc1	51	2
COc1ccc(CCNc2oc(-c3cccc4ccccc34)nc2P(=O)(OC)OC)cc1OC	-2	-27
COC(=O)c1c(C)[nH]c(C(=O)/C=C/c2ccc(Cl)cc2)c1C	7	30
CCc1ccc(OCC(=O)N/N=C(\C)c2ccc(-n3ccnc3)cc2)cc1	0	25
CC(C)CCNC(=O)NC(=O)COC(=O)C1CCN(S(=O)(=O)c2ccccc2F)CC1	0	4
CC(=C\c1ccco1)/C=C(\C#N)C(=O)NCCc1c[nH]c2ccccc12	4	-6
N#C/C(=C\c1ccccc1)C(=O)Nc1cc(S(=O)(=O)N2CCOCC2)ccc1N1CCCC1	-3	-1
Cc1ccc([N+](=O)[O-])cc1NC(=S)NC(=O)c1ccco1	3	-10
N#CCCn1cc(C(=O)Nc2ccccc2Br)c(-c2cc3ccccc3o2)n1	-1	-2
CCOc1ccc(N2C(=O)CC(N(CCc3ccc(OC)c(OC)c3)C(=S)Nc3ccccc3)C2=O)cc1 (centres undefined)	2	-20
Cc1ccc(Cl)cc1N1CCN(C(=O)CSc2ccsc2[N+](=O)[O-])CC1	33	3
(further entries)
SMILES	Mac1 fbg enh	CD11b adhes inh
CCC(=O)Nc1ccc(NC(=O)/C=C/c2ccc(Cl)cc2)cc1	1	-17
O=C1c2ccccc2C(=O)N1CCCCN(C(=O)c1cc([N+](=O)[O-])ccc1Cl)c1ccc(Cl)cc1	0	5
C=CCn1c(SCc2csc(-c3ccc(C)cc3)n2)nnc1-c1ccccc1OC	7	25
Cc1ccc(CNC(=O)COC(=O)CSc2cc(C)c(Br)cc2C)cc1	4	-10
O=C(O)c1cccc(Oc2ccc([N+](=O)[O-])cc2)c1	2	0
COc1cc(CNCCc2ccc(S(N)(=O)=O)cc2)ccc1OCC(=O)N1CCCCC1	3	3
O=C1c2ccccc2C(=O)C1c1nccc2ccccc12	0	68
CCCCOC(=O)c1ccc(NC(=O)/C=C/c2cccs2)cc1	-10	106
CCOc1cccc2c1OC(c1cc(OC)c(OC)c(OC)c1)N1N=C(c3ccc(C)o3)CC21 (centres undefined)	49	7
CN1C2CCC1/C(=C\c1ccccc1Cl)C(=O)/C2=C\c1ccccc1Cl	0	13
CCOC(=O)C/C(C)=N/NC(=O)COc1ccccc1C	-4	-2
COc1ccc(CC(=O)Nc2ccc(C(=O)Nc3ccccc3C(=O)O)cc2)cc1OC	-3	-37
CC(=O)Nc1ccc(NC(=S)NC(=O)c2ccc([N+](=O)[O-])c(C)c2)cc1	1	5
CCn1c2ccccc2c2cc(NC(=O)COC(=O)c3cc(OC)c(OC)cc3OC)ccc21	53	3
C=CCNC(=O)/C(C#N)=C/c1ccccc1OCc1ccc(C(=O)OC)cc1	2	7
O=C(NNC(=S)NC(=O)c1sc2ccccc2c1Cl)c1ccc(Cl)cc1	8	1
CN(NC1CC(=O)N(c2ccccc2)C1=O)c1ccccc1 (centres undefined)	0	3
Nc1c(C(=O)c2ccccc2)sc2c1c(=O)[nH]c(=O)n2-c1ccccc1	0	19
COc1cc(C2CC(=O)Nc3ccccc3S2)cc(OC)c1OC (centres undefined)	-1	-19
CC(=O)c1cccc(NC(=O)COC(=O)[C@@H](NC(=O)OCc2ccccc2)C(C)C)c1	6	6

Two of the compounds above, with the structure last.
Mac1 fbg enh	CD11b adhes inh	mol
53	3	CCn1c2ccccc2c2cc(NC(=O)COC(=O)c3cc(OC)c(OC)cc3OC)ccc21
-1	-19	COc1cc(C2CC(=O)Nc3ccccc3S2)cc(OC)c1OC (centres undefined)

Random excerpt: five compounds from above, in no set order.
SMILES	Mac1 fbg enh	CD11b adhes inh
Cc1ccc(CNC(=O)COC(=O)CSc2cc(C)c(Br)cc2C)cc1	4	-10
O=C(OCCN1CCCC1=O)c1cc(F)c(F)c(F)c1F	-1	0
CC(=C\c1ccco1)/C=C(\C#N)C(=O)NCCc1c[nH]c2ccccc12	4	-6
CCC(=O)Nc1ccc(NC(=O)/C=C/c2ccc(Cl)cc2)cc1	1	-17
Cc1ccc(NC(=S)/N=C(\N)Nc2nc(C)c3cc(C)ccc3n2)c(C)c1	24	0

New compounds follow:
SMILES	Mac1 fbg enh	CD11b adhes inh
COC(=O)c1ccc(COc2ccccc2/C=C(\C#N)C(=O)Nc2c(C)cc(C)cc2C)cc1	-1	13
CC1CCCC(NC(=O)COC(=O)c2sc3ccccc3c2Cl)C1C (centres undefined)	35	10
N#Cc1sc2nc(C3CC3)cc(-c3ccccc3)c2c1N	6	-3
Cc1ccc(S(=O)(=O)Nc2cc3c(C(=O)Nc4ccccc4)c(C)oc3c3ccccc23)cc1	5	-10
Cc1ccc(CNC(=O)C2CCN(S(=O)(=O)c3ccc4c(c3)OCCCO4)CC2)cc1	2	3
Cc1cc(C)c(NC(=O)CSc2ccc3nnc(CCNC(=O)c4ccccc4)n3n2)c(C)c1	1	19
N/C(Cc1ccc(Cl)cc1Cl)=N\OC(=O)Cc1ccccc1	10	-10
CN1CCN(C(=S)SCC(=O)Nc2nc(-c3ccccc3)c(-c3ccccc3)o2)CC1	40	12
O=C(Cc1cccs1)N1CCN(S(=O)(=O)c2ccccc2)CC1	-4	6
COc1ccc([N+](=O)[O-])cc1NC(=O)c1ccc(CN(c2ccc(C)c(C)c2)S(C)(=O)=O)cc1	6	-20
O=C1c2ccccc2C(=O)N1CSc1nnc(Nc2ccccc2F)s1	0	-4
Cc1cccc(OC(=O)n2c(=S)oc3cc(Cl)ccc32)c1	-1	23
CCOc1ccccc1/C=C(/NC(=O)c1ccccc1)C(=O)N(CC)CC	4	-2
COc1ccc(/C=C2\CCn3c2nc2cc(C(=O)O)ccc2c3=O)cc1O	0	5
COc1ccc(/C=C(\NC(=O)c2ccccc2)C(=O)N/N=C/c2sccc2C)cc1	-8	16
CC(C)C1OC2(C)OC(=N)C1(C#N)C(C#N)(C#N)C2c1ccccc1 (centres undefined)	-1	3
COc1ccc2oc(=O)c(C(=O)Nc3ccccc3-c3ccccc3)cc2c1	7	-20
N#Cc1c(NC(=O)COC(=O)c2ccc(S(=O)(=O)N3CCCC3)cc2)sc2c1CCCCC2	-4	8
Cc1ccc(C(=O)N/C(=C\c2ccc(-c3ccc(Br)cc3)o2)C(=O)NC2CCS(=O)(=O)C2)cc1 (centres undefined)	10	4
CC1CCN(c2nnc(-c3cccs3)c3ccccc23)CC1	2	19

CD11b adhes inh: what is marked active above
SMILES	Mac1 fbg enh	CD11b adhes inh
Cc1cc(C2=NNC(=NC3CC3)SC2)c(C)n1Cc1ccco1	19	75*

Screening results from PubChem.

Only part of the results is shown; count on the stated rates, not on these rows.
